Screens as filed in PubChem.
PG9 binder: PG9 antibody binding by small molecule; TR-FRET gp120-PG9 antibody binding; inhibition, % at 6.7 µM; 0.43% of 360,000 active; in the data active = inhibition above about 8.5%
DAX1 inh-1: DAX1 (NR0B1) inhibition, primary screen; HEK293T StAR-luciferase reporter, SF-1/DAX-1 repression relief; inhibition, % at 6.8 µM; 1.1% of 370,000 active; AID 652010;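 active = inhibition above the mean over all tested compounds plus 3 SD, cut at about 3.6% in these data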;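 also: 0% = DAX-1 cells with DMSO and 100% = cells lacking DAX-1 with DMSO; higher inhibition means more luminescence from relief of DAX-1 repression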
hcDAF12 agonist: activates DAF-12 receptor from parasite H. contortus | activation, % at 6.8 µM | HEK293 hcDAF-12 lit1-tk-luc reporter, luminescence; 0% DMSO, 100% Δ7-dafachronic acid | 1.4% of 370,000 active;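 active = activation above the mean of all tested compounds plus 3 SD, cut at about 5.5% in these data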;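 also: 100% = response to 3 µM Δ7-dafachronic acid high control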
DAX1 inh-2: NR0B1 (DAX1) inhibition; HEK293 Gal4-DAX1 luciferase reporter, luminescence; inhibition, % at 6.75 µM; 0.99% of 340,000 active; AID 504766;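 active = inhibition above the mean over all tested compounds plus 3 SD, cut at about 4.2% in these data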;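 also: 0% = DAX1-transfected cells with DMSO and 100% = empty-vector control cells with DMSO; inhibition shows as a rise in luminescence from relieved DAX1 repression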
Target sequence (P51843 207-470 limits assumed): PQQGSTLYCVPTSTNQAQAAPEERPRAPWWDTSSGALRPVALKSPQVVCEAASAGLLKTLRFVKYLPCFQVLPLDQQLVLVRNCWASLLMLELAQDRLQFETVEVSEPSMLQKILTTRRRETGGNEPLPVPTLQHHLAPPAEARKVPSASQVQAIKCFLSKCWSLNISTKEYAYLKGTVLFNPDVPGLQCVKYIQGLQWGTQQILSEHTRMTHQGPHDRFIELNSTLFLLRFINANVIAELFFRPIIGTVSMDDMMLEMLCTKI
GAA850 FXN act: frataxin GAA850 promoter activation | HEK293 lucGAA850 FXN promoter luciferase reporter, 24 h; percent of 10 µM SAHA response | activation, % at 6 µM | AID 540364 | 0.56% of 360,000 active;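 active = activation above the average of all compounds screened plus 3 SD, cutoff fixed separately per campaign, cut at about 7.5% in these data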;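 also: 0% = DMSO wells and 100% = 10 µM SAHA wells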
SMARCA2 act: activators of SMARCA2 function | MG213 cells, MMTV-luciferase reporter, dexamethasone, overnight | activation, % at 9.1 µM | 1% of 370,000 active | AID 652017; in the data active = activation above about 7.8%;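 also: 0% = vehicle wells and 100% = reference activator wells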
sPLA2-III inh: Blocks human group III sPLA2 activity | 0.56% of 370,000 active | QFRET BODIPY PC-A2 liposome hydrolysis, fluorescence | Q9NZ20 | inhibition, % at 12.2 µM;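 active = inhibition above mean plus 3 SD of compounds lying within the high and low control bounds, cut at about 19% in these data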;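 also: 0% = median of test compound wells and 100% = no enzyme DMSO wells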
PLCb3 inh: PLC-beta3 (human) inhibition, primary screen | Q01970 | Purified PLC-beta3, fluorogenic substrate, fluorescence | inhibition, % at 12.2 µM | 0.18% of 370,000 active | AID 720704; in the data active = inhibition above about 11%;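 also: 0% = median of compound wells on plate and 100% = full blocker control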
hgDAF12 agonist: activates the H. glycines DAF-12 receptor ligand-binding domain; HEK293 GAL4-hgDAF12 UAS-luciferase reporter, agonist luminescence; normalized to butyrate control; activation, % at 6.8 µM; 1.8% of 370,000 active; AID 687014;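 active = activation above a cutoff set at the mean of all screened compounds plus 3 SD, cut at about 10% in these data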;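 also: 0% = DMSO wells and 100% = sodium butyrate wells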
ssDAF-12 act: activates DAF-12 receptor from parasite S. stercoralis; activation, % at 6.8 µM; 1% of 370,000 active; HEK293 ssDAF-12/GRIP1 lit1-tk-luc reporter, luminescence; % of 3 µM dafachronic acid response; AID 652126;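 active = activation above the mean over all tested compounds plus 3 SD, cut at about 0.9% in these data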;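 also: 0% = DMSO-only wells and 100% = 3 µM delta7-dafachronic acid wells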
Rev-erbA mod: modulates human Rev-erb alpha binding to DNA; P20393; Rev-erbα–FITC-DNA binding, fluorescence polarization, 90 min; activity, % at 10 µM; 0.79% of 370,000 active;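 active = activity above about 14%, limit read from the data; passing the limit was not always enough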;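 also: 0% = DMSO wells with 35 nM protein and 100% = DMSO wells with 750 nM protein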
Target sequence (P20393 whole entry, looked up): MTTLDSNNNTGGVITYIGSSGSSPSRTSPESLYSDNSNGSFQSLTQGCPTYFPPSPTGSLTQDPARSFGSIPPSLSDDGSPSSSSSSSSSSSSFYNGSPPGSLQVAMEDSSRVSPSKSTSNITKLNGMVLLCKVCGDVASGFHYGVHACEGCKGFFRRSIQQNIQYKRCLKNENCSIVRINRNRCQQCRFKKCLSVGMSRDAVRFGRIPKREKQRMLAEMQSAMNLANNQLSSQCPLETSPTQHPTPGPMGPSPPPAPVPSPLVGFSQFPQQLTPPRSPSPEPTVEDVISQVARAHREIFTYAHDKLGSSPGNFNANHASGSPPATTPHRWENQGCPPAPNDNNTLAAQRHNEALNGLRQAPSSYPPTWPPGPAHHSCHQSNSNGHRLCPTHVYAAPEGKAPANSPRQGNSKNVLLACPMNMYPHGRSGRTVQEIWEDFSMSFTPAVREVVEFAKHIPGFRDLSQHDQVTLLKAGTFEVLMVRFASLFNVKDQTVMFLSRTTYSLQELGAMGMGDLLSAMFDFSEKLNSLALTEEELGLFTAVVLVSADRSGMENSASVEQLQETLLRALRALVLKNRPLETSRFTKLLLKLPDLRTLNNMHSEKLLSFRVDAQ
* marks the source's active call; other numbers are inactive results; / = not tested or not shown.

SMILES	PG9 binder	DAX1 inh-1	hcDAF12 agonist	DAX1 inh-2	GAA850 FXN act	SMARCA2 act	sPLA2-III inh	PLCb3 inh	hgDAF12 agonist	ssDAF-12 act	Rev-erbA mod
CCNC(=O)Nc1nc2ccccc2s1	-0.8	1.6	0.4	1.5	2.6	7	6	3	13*	-0.4	-5
Cc1ccc(C(=O)Nc2nc(-c3ccc4c(c3)OCCO4)cs2)o1	-1.6	0.2	-0.2	1.6	-0.1	1	10	-61	0.8	-1.2	-1
C/C(=N\NC(=O)C1COc2ccccc2O1)c1ccccn1 (stereo not drawn)	-1.4	-0.2	-0.6	1.6	1.8	-1	-2	-4	1.0	-0.8	1
COc1ccc(NC(=O)CN2CCN(CC(=O)Nc3ccc(F)cc3)CC2)cc1Cl	0.8	-0.8	-1.8	-0.4	2.4	-3	10	-6	-1.7	-1.8	-1
O=C(O)c1ccc(N2C(=O)CSC2=S)cc1	0.6	0.0	-1.9	0.3	-1.4	-5	-2	-8	-2.0	-2.4	2
Nc1c(C(=O)NCC2CCCO2)sc(=S)n1-c1ccccc1 (stereo not drawn)	-1.4	-0.1	-2.6	0.7	2.6	-1	8	5	-1.0	-1.1	4
O=C1N(c2ccccc2)C(c2ccccc2)N2CCCN12 (stereo not drawn)	0.5	-0.1	-0.5	-1.2	1.5	-1	1	4	-0.4	-1.3	-2
CC(OC(=O)C1=COCCO1)C(=O)NC(C)c1ccc(Cl)cc1Cl (stereo not drawn)	0.8	0.8	-0.2	0.0	0.1	-2	-2	-9	1.7	-0.8	3
COc1ccccc1C(=O)NCC(=O)OCc1nnc(-c2ccccc2)o1	0.4	0.4	3.8	1.6	2.8	3	0	1	2.9	-0.3	-4
CCCCC(=O)NC1=NC(=O)C(C)(C)S1	0.9	0.6	-0.8	1.1	0.3	3	-5	3	0.3	-1.2	-3
CCn1nc(C)cc1-c1n[nH]c(=S)n1N	2.1	0.4	-2.6	-0.4	-2.4	0	7	6	-0.9	-1.7	0
Cc1ccc(NC(=O)COc2ccc(Br)cc2C)cc1	0.6	1.0	-0.3	-0.5	0.5	4	-9	-3	6.6	-1.6	7
COc1ccc(NC(=O)CN2C(=O)CSc3ccc(S(=O)(=O)N4CCCC4)cc32)cc1OC	0.3	-0.2	-0.9	0.1	-0.6	-3	5	-7	-2.4	-1.2	7
COCCN1C(=O)N[C@@H](c2ccccc2)C(C(C)=O)=C1C	-0.8	-0.4	-1.3	/	/	1	1	1	-1.4	-0.9	-5
COc1cccc(Cn2cc(/C=N/NC(=O)c3cc(O)cc(O)c3)c3ccccc32)c1	-0.7	-3.0	-0.8	-0.3	-0.5	0	-22	-120	-2.7	-1.4	4
CC1(C)CC2CC(C)(CN2C(=O)NC(=O)c2ccccc2)C1 (stereo not drawn)	-3.1	0.1	-1.0	0.2	1.3	-2	-2	2	-2.0	-1.6	0
COc1ccc(NC(=O)C2CCN(C(=O)C3CC(=O)N(c4ccc(C)cc4)C3)CC2)cc1 (stereo not drawn)	-0.9	0.0	-0.3	-0.9	-1.0	-5	11	-5	-2.5	-1.1	7
CCOC(=O)c1c(-c2ccc(OC)cc2)oc2c1C(OC(C)=O)CCC2 (stereo not drawn)	0.2	2.1	-1.5	/	/	-1	-2	-185	4.6	-0.8	2
O=C(Nc1ccccc1Br)C1CC(=O)N(c2ccc3c(c2)OCCO3)C1 (stereo not drawn)	0.0	2.4	-1.4	1.2	3.4	-3	-1	-8	2.0	-1.1	-1
O=C(C(Cl)Cl)N1CCN(Cc2ccc3c(c2)OCO3)CC1	-1.1	-0.5	-2.2	0.0	2.0	-1	1	-4	0.3	-1.2	6
C=CCn1c(=O)/c(=C\c2ccccn2)s/c1=C(/C#N)C(=O)NCC1CCCO1 (stereo not drawn)	-1.4	0.7	0.9	1.3	2.1	-4	8	-8	-1.4	-1.2	-1
Cc1ccc(C(=O)N2CCN(CCNC(=O)C(=O)NCc3ccc(Cl)cc3)CC2)cc1	-1.0	-0.1	-1.9	-0.5	1.7	-3	-2	-10	-2.3	-1.3	-4
COc1ccc(OCC(=O)Nc2cccc(NC(=O)COc3ccc(OC)cc3)n2)cc1	3.2	0.9	-0.9	-0.8	4.1	1	7	4	9.1	-1.0	0
Cc1cc(=O)[nH]c2c1cnn2C(C)c1ccccc1 (stereo not drawn)	-2.3	-0.3	-2.5	-0.6	-0.5	-1	-2	-3	2.4	-1.3	-4
CC1(C)N=C(N)NC(Nc2ccccc2Cl)=N1	-3.3	-0.4	-1.6	0.5	-0.8	1	-2	2	1.5	-1.4	4
CC(C)Sc1nc2ccccc2n2cnnc12	-2.7	-0.2	-1.1	-1.4	1.0	-2	1	-5	-1.0	-1.0	-4
O=C(CCCOc1ccccc1)Nc1ccc(Cl)c(S(=O)(=O)N2CCOCC2)c1	-0.6	-2.9	-4.1	-3.6	-0.8	-3	-16	-2	-6.4	-2.2	1
COC(=O)[C@H](Cc1ccccc1)NC(=O)N1Cc2ccccc2C[C@H]1C(=O)OC	-3.5	0.3	0.3	0.8	-1.8	-1	-2	-3	-0.3	-1.5	1
Cc1ccc(C(=O)Nc2nc(=O)n(C(=O)c3ccccc3C)s2)cc1	0.8	-0.1	-1.1	0.0	2.1	1	4	-2	1.6	-1.3	4
COc1ccccc1C(=O)O/N=C(\c1ccccc1)c1ccncc1	-2.0	0.6	1.7	1.9	1.4	-3	0	2	0.7	-2.0	2
CCN1C[C@@H]2[C@@H]3C(=O)N(C)C(=O)[C@@H]3[C@](CC)(C1=O)N2C(=O)c1ccc(C(C)(C)C)cc1	1.4	1.1	0.8	-0.6	-1.0	-1	-10	-6	0.9	-0.7	-3
Cc1nc(C)c(C(=O)Nc2ccc(Oc3ccccc3)cc2)o1	1.6	-2.1	-2.5	-2.2	0.5	-3	0	-4	-3.9	-2.2	4
CCN(C(=O)COc1ccccc1[N+](=O)[O-])C1CCS(=O)(=O)C1 (stereo not drawn)	0.4	-0.2	-0.3	2.0	-0.5	-1	3	1	-0.2	-1.4	8
CCc1nc2c(OCc3ccc(F)cc3)cccn2c1N(C)C(=O)COc1ccccc1	-0.8	-0.8	0.0	/	-0.4	-3	-5	-2	-3.2	-1.5	-4
COc1ccc(N2C(=O)CC(Sc3nnc(-c4ccccc4)o3)C2=O)cc1 (stereo not drawn)	5.6	-0.1	-1.6	0.3	-3.9	-1	-7	-4	-0.2	-1.6	-1
CCOC(=O)c1cccc(NC(=O)CN(c2ccc(C)cc2)S(=O)(=O)c2c(C)noc2C)c1	0.1	-0.5	-2.1	-1.5	-4.7	1	-51	3	-0.8	-1.2	2
Nc1ccc2c(Cl)cc(Cl)cc2c1	-0.7	-1.0	-0.5	2.2	0.3	-2	13	-14	-1.6	-1.6	1
Cc1cc(F)ccc1C(O)c1ncc(-c2ccc3ccccc3c2)[nH]1 (stereo not drawn)	-1.8	3.7*	-0.8	/	1.4	-4	-11	-17	-1.1	-0.2	-1
O=C(Nc1ccc2c(c1)OCCO2)N1CCN(c2ccc(F)cc2)CC1	0.5	-0.6	-0.8	-1.3	0.2	-5	8	1	1.5	-1.6	2
COc1ccc(C2CC(C(F)(F)F)n3nc(C(=O)O)c(Cl)c3N2)cc1OC (stereo not drawn)	-0.6	0.1	-1.0	-0.1	1.2	1	0	1	2.0	-1.2	-1

Part of the list above, reformatted:
canonical_smiles,PG9 binder,DAX1 inh-1,hcDAF12 agonist,DAX1 inh-2,GAA850 FXN act,SMARCA2 act,sPLA2-III inh,PLCb3 inh,hgDAF12 agonist,ssDAF-12 act,Rev-erbA mod
Cc1cc(F)ccc1C(O)c1ncc(-c2ccc3ccccc3c2)[nH]1 (stereo not drawn),-1.8,3.7*,-0.8,/,1.4,-4,-11,-17,-1.1,-0.2,-1
Cc1ccc(C(=O)Nc2nc(=O)n(C(=O)c3ccccc3C)s2)cc1,0.8,-0.1,-1.1,0.0,2.1,1,4,-2,1.6,-1.3,4
O=C(C(Cl)Cl)N1CCN(Cc2ccc3c(c2)OCO3)CC1,-1.1,-0.5,-2.2,0.0,2.0,-1,1,-4,0.3,-1.2,6

New compounds follow.
SMILES	PG9 binder	DAX1 inh-1	hcDAF12 agonist	DAX1 inh-2	GAA850 FXN act	SMARCA2 act	sPLA2-III inh	PLCb3 inh	hgDAF12 agonist	ssDAF-12 act	Rev-erbA mod
COc1ccc(CCNC(=O)COc2cc(C)cc3oc(=O)c(C)c(C)c23)cc1OC	-1.9	1.3	-2.1	2.2	-1.4	-1	9	1	0.8	-1.4	2
Cc1ccc(-c2nn(CCC(=O)O)cc2/C=C\C(=O)c2ccc(Br)cc2)cc1	0.0	0.5	0.2	-1.9	-2.3	2	-39	-9	-0.6	-1.1	3
O=C(CSc1nnc2ncccn12)N1CCCCCC1	0.3	0.1	0.0	-1.1	-1.0	-2	-1	-1	-0.4	-1.7	2
CN(C)c1ccc(NC(=O)c2ccc3nsnc3c2)cc1	-12	3.0	1.9	0.8	3.5	5	18	4	11*	-0.4	-4
O=C(NC1CCCC1)C(c1ccc(F)cc1)N(C(=O)Cc1cccs1)c1ccc2c(c1)OCCO2 (stereo not drawn)	0.6	0.3	-1.1	0.8	2.3	-1	4	1	-0.2	-1.2	5
COc1ccccc1CNC(=O)N1CCN(c2ccccc2C)CC1	2.6	-0.6	-3.5	-0.1	-0.9	-3	0	-7	-0.8	-1.7	-3
COc1cc(/C=N/NC(=S)Nc2cccc(Cl)c2C)ccc1OCC(=O)N1CC(C)OC(C)C1 (stereo not drawn)	1.5	-0.6	-3.6	-1.7	-3.0	-4	11	-2	-2.8	-1.8	-2
COc1cc(C)c(Cl)cc1S(=O)(=O)NCC1CCCO1 (stereo not drawn)	-0.1	0.3	1.9	0.5	-0.8	1	-1	1	-1.6	-0.2	5
Nc1nn(S(=O)(=O)c2ccccc2)cc1-c1ccc([N+](=O)[O-])cc1	-0.2	-1.7	-2.4	0.6	1.6	-2	-9	4	-2.6	-1.1	0
Cc1sc2nc(SCC(=O)c3ccc(O)c(O)c3)n(C)c(=O)c2c1C	/	-0.6	-2.2	/	/	-7	7	-1	3.6	-0.9	-28
OCCN(CCO)CC(O)COc1ccc2c(c1)OCO2 (stereo not drawn)	-0.4	0.5	1.1	0.1	-0.1	3	8	3	-0.5	-1.3	-7
CC(CNC(=O)Cn1cnc2c(NCc3ccccc3)ncnc21)c1ccccc1 (stereo not drawn)	0.7	-1.6	-0.5	0.2	0.4	-4	13	0	0.1	-0.5	-6
O=S1(=O)N=C(N/N=C/c2ccco2)c2ccccc21	-2.4	-0.1	-0.8	-1.0	1.3	-2	3	-4	-2.0	-1.0	-2
NS(=O)(=O)c1cccc(NC(=S)NC(=O)c2cccc([N+](=O)[O-])c2)c1	-1.7	-1.6	-2.2	-1.1	-0.7	-2	8	-7	0.8	-1.7	2
CCc1noc(C)c1C(=O)Nc1nc(-c2cccs2)cs1	0.2	1.2	1.1	0.4	2.6	1	-11	-7	2.9	-0.3	0
O=C(N/N=C/c1cccs1)c1ccc(-n2cccc2)cc1	-3.4	-0.5	-1.1	-1.1	0.7	2	-2	-5	-1.6	-1.0	-2
O=C1C(=O)c2c(ccc3ccccc23)-c2ccccc21	0.2	-1.3	3.4	1.1	0.2	-2	-1	-40	0.2	0.2	-3
CN(CC(=O)Nc1ccccc1Br)C(=O)CNC(=O)c1cccs1	-0.9	0.8	0.9	0.2	2.4	-1	14	-2	-1.0	-1.3	-2
